Pf gametocyte: P. falciparum stage V gametocyte viability inhibition. P. falciparum stage V gametocytes, ATP luminescence, 24 h. inhibition, % at 10.9 µM. actives 0.065% (n = 150,000);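 active = inhibition above the mean plus 3 SD of compounds within the control limits, set per campaign, cut at about 38% in these data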;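 also: 0% = DMSO wells and 100% = medium only without gametocytes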
Active calls of the source: *. A portion of the library; the hit share may differ from the screen's.

SMILES	Pf gametocyte
CCOC(=O)C1(Cc2ccccc2)CCCN(S(=O)(=O)N(C)C)C1 (stereo unspecified)	-15.3
O=C(OCCN1CCOCC1)c1ccc(Cl)cc1Cl	-10.8
COc1ccc(CN2[C@@H](CC(=O)O)c3cc(F)ccc3S2(=O)=O)cc1	5.4
Nc1cc(=O)[nH]c(=O)n1CCCc1ccccc1	12.2
Cc1ccc(C(=O)N2CC(=O)NC(=O)C2)cc1	-5.5
Fc1ccccc1OCCn1c(=S)[nH]c2ccccc21	-34.6
CCc1nc2ccccc2c(C(=O)Nc2ccc(C)cc2)c1C	4.7
Cc1cc([N+](=O)[O-])c(C)cc1-c1ccc(/C=N/n2cnnc2)o1	18.7
CC1CN(C)C(C)CC1OC(=O)C(c1ccccc1)c1ccccc1 (stereo unspecified)	-6.6
C[C@H](NS(=O)(=O)OCC(Cl)(Cl)Cl)C1CC1c1ccccc1 (stereo partly specified)	-2.3
COc1ccc(-c2oc(=O)c3cc(OC)c(OC)cc3c2/C=C/c2ccc(F)cc2)cc1	17.0
CCCCS(=O)(=O)N1CCCC(C(=O)Nc2ccc(Cl)cn2)C1 (stereo unspecified)	-1.2
CC(C)c1cc(-c2cc(C(=O)Nc3ccccc3)on2)nc(NC2CCCC2)n1	1.5
Cc1ccc(C2=NCCn3nc4cc([N+](=O)[O-])ccc4c32)cc1	12.5
S=C(NCc1ccccc1)N/N=C/c1cccs1	-7.0
COc1nnc(-c2ccc(C)c(S(=O)(=O)NC(C)(C)CO)c2)c2ccccc12	5.7
O=C(O)C1CCC(c2ccc(-c3ccccc3)cc2)CC1 (stereo unspecified)	10.8
Cc1cc(C)c(C)c(S(=O)(=O)N2CCN(C(=O)c3ccco3)CC2)c1C	3.4
CCCC/C=C/C(NC(=O)c1ccc(C(=O)OC)cc1)c1ccccc1 (stereo unspecified)	8.7
N#CC(NC(=O)OCc1ccccc1)c1ccccc1 (stereo unspecified)	7.2
Cc1cc(S(=O)(=O)N2CCN(C(=O)c3ccco3)CC2)ccc1F	15.0
COc1ccccc1N(CC(=O)N1CCOCC1)S(C)(=O)=O	7.4
COc1ccc(/C=C/C(=O)Oc2ccc(C)cc2)cc1	-20.2
COc1ccc(NC(=S)NC(=O)c2cncc(Br)c2)cc1	-20.2
Nc1c(NC=O)c(=O)n(Cc2ccccc2)c(=O)n1Cc1ccccc1	-9.2

Next part.
SMILES	Pf gametocyte
COc1ccc(CCCCCCOCc2ccccc2)cc1	9.3
Cc1nc(-c2ccccc2)sc1C1(C)CC(c2cccc(F)c2)=NO1 (stereo unspecified)	24.8
COc1ccc2c(c1)OC[C@H]1[C@H]2N2C(=O)CN(CC3CCCO3)C(=O)[C@@]2(C)[C@H]1c1ccccc1 (stereo partly specified)	3.6
C=CCC[C@@H](Cc1ccc(F)cc1)C(=O)OC[C@@H]1CCCN1C(=O)[C@@H](CC=C)CC(=O)N(CCO)Cc1ccccc1	12.5
Cc1ccc(C)c(NC(=O)Cn2nc(C)c3ccccc3c2=O)c1	1.5
O=C1c2ccccc2C(=O)N1c1cccc2ccccc12	7.3
CCn1cnc2c(Nc3cc(F)cc(F)c3)nc(C#N)nc21	21.0
C=CCN(C(C(=O)OC)C(C)C)S(=O)(=O)CCNCc1ccccc1 (stereo unspecified)	-4.2
COc1ccc(CNCc2ccc([N+](=O)[O-])cc2)cc1OC	-30.8
O=C(Nc1ccccc1)c1ccccc1CSc1ccccc1	-25.4
O=C(Nc1nc2ccccc2s1)c1c(F)cccc1Cl	-1.0
O=C(NC(=S)Nc1cccc(Cl)c1)c1cncc(Br)c1	-20.3
C=C(c1ccccc1C)[n+]1ccccc1	0.5
CCC(C(=O)OC)n1cnc2scc(-c3ccc(C)c(C)c3)c2c1=O (stereo unspecified)	-4.7
CC(C)n1nnc(-c2ccc(OCc3ccccc3F)cc2)n1	18.1
C/C(CC(=O)Nc1ccc([N+](=O)[O-])cc1)=N\NC(=O)c1ccccc1O	1.2
Cc1ccc(CN2CCN(C(=O)c3cccc4ccccc34)CC2)cc1	6.2
CCOC(=O)c1ccc(COC(=O)c2ccc(-c3nnc(-c4ccccc4)o3)cc2)o1	-7.8
N#C/C(=C\c1cccc(O)c1)C(=O)N1CCCCC1	1.9
COc1ccccc1-c1noc2ncnc(Nc3cccc(C)c3)c12	-16.0
Clc1cccc(-c2ccc(CNCc3ccccn3)o2)c1	-20.9
O=C(c1ncn(Cc2ccccc2)c1C(=O)N1CCN(c2ccccc2)CC1)N1CCN(c2ccccc2)CC1	9.0
O=C(CN(Cc1ccccc1)C(=O)CCl)c1cccc(Br)c1	10.1
COc1ccc([C@H]2CC(=O)C=C(c3ccc(OC)nc3)C2)cc1	8.8
Cc1cc(Nc2ccc(Br)cc2)nc2ccccc12	5.7

Following part.
SMILES	Pf gametocyte
COc1cccc2sc3ccc(C#CC4(N)CCCCC4)cc3c(=O)c12	21.5
N#Cc1c(-c2ccccc2)cc(-c2ccc(O)cc2)nc1N	-5.7
Cc1cccc(C)c1N1CCN(CCn2c(=S)[nH]c3ccccc3c2=O)CC1	-4.8
Cc1ccc(CNCc2ccco2)cc1	-3.0
Cc1cccc(OCCCC(=O)N2CCCCCC2)c1C	-2.8
CC(NC(=O)Cn1cc([N+](=O)[O-])cn1)c1ccc(C(C)(C)C)cc1 (stereo unspecified)	3.5
O=C(O)CCCC(=O)OCc1c(-c2ccccc2)ncc2ccccc12	7.3
CN1C(C)(C)CC(NC(=O)CCC(=O)NC2CC(C)(C)N(C)C(C)(C)C2)CC1(C)C	-0.3
COCCNC(=O)c1cc(-c2ccccc2)n(Cc2cc(C)no2)n1	3.4
COc1ccc([C@H]2CC(=O)C=C(c3cccc(Cl)c3)C2)cc1	2.9
Cc1nc(N2CCN(Cc3ccccc3)CC2)[nH]c(=O)c1C	-5.0
CC(C)Oc1ccc(/C(O)=C2/C(=O)C(=O)N(CCN3CCNCC3)C2c2cccc([N+](=O)[O-])c2)cc1 (stereo unspecified)	-24.1
Brc1ccc(C2=Nn3cnnc3SC2)cc1	-8.9
CC(=O)c1ccc(N2CCN(C(=O)c3cccs3)CC2)c(F)c1	-14.0
O=C(NCCc1ccccc1)c1cccc(Br)c1	-14.6
COc1ccc([C@@H]2CC=C(C(=O)O)[C@H](c3ccccc3)N2S(=O)(=O)c2ccccc2C)cc1	17.2
COc1cccc(OCC(O)CN2CCN(C(c3ccccc3)c3ccccc3)CC2)c1 (stereo unspecified)	7.9
O=C(O)C1C2CCC(C2)C1C(=O)Nc1ccc(Cl)c(Cl)c1 (stereo unspecified)	-16.6
O=C1CCN(Cc2ccc(O)cc2)CCN1[C@H](CO)c1ccccc1	11.3
COc1ccc(-c2ccc3c(c2)S(=O)(=O)c2cccc(C(=O)O)c2C3=O)cc1OC	28.5
C=CC[C@H](CC(=O)NCCO)C(=O)N[C@H](C)COC(=O)[C@@H](CC=C)Cc1ccc(F)cc1	14.8
Cc1ccc(S(=O)(=O)c2cc(Nc3ccccc3)ccc2O)cc1	11.0
O=[N+]([O-])c1ccccc1/C=C/CN1CCCCC1CO (stereo unspecified)	1.7
Brc1ccccc1OCCCCN1CCCCC1	17.2
CCOC(=O)CSc1nc2ccc(C)cc2n2cnnc12	8.0

Additional structures follow:
SMILES	Pf gametocyte
Clc1ccc(CNc2ccc(N3CCN(Cc4ccccc4)CC3)cc2)cc1	-39.2
COCCN(Cc1cc2cc(C)ccc2n2nnnc12)C(=S)Nc1ccc(OC)cc1	-28.6
Cc1cc(C)cc(OCCN2CCOCC2)c1	-11.3
O=[N+]([O-])c1ccc(-c2cnc3ccccc3n2)cc1	8.5
COc1ccc(CC(=O)NCc2ccccc2)cc1	-19.4
Cc1ccc(N(CC(=O)Nc2cc(C)ccc2C)S(C)(=O)=O)cc1	-1.7
CS(=O)(=O)N(CCc1ccccc1)CC(=O)Nc1ccc(Br)cc1F	-8.5
COc1ccc(NC(=O)CNC(=O)c2ccco2)cc1	16.4
Brc1cc(-c2ccccc2)nc(-c2ccccc2)n1	-12.7
CC(O)[C@H]1CNCCN1CC1(c2ccccc2)CC1 (stereo partly specified)	0.5
O=C(c1cc2cc(Cl)ccc2oc1=O)N1CCN(c2ccccn2)CC1	23.0
ClCC1=Nc2ccccc2Cc2ccccc21	14.2
C[C@H]1COC(=O)CCCC/C=C\C[C@H](CC(=O)N(CCO)Cc2ccccc2)C(=O)N1	2.3
COc1cccc(/C=N/c2nc3ccccc3n2C)c1O	0.8
C#CCOCCOCCOCCNc1nc(N2CCN(C(=O)[C@H](CCCCN)n3cc(CN)nn3)CC2)nc(N2CCN(C(=O)[C@H](CCCCN)n3cc([C@@H](N)[C@H](C)CC)nn3)CC2)n1	4.2
OCCC1CN(Cc2ccc(F)cc2)CCN1CCCc1ccccc1 (stereo unspecified)	11.5
CN(C(=O)CSc1ncnc2c(-c3cccs3)nsc12)C1CCCCC1	-8.2
COC(=O)N1C(=O)[C@](c2ccsc2)(C(C)C)N1C(=O)OC	10.8
Cc1cc2c(cc1C)N[C@]1(C[C@H]3CCCC(=O)N4CC[C@@H](C1)[C@@H]34)C(=NC(C)(C)CC(C)(C)C)N2	6.1
CCOC(=O)C(C)n1cnc2scc(-c3ccc(C)c(C)c3)c2c1=O (stereo unspecified)	8.2
C=CCn1nc2ccccc2c1OC	-6.9
COc1ccc(NC(=O)Nc2ccc3c(c2)C(=O)N([C@H](C)CO)C[C@H](C)[C@@H](CN(C)C(=O)Nc2ccc(C(F)(F)F)cc2)O3)cc1	18.2
Cc1ccc(SCC(=O)Nc2nnc(C(C)(C)C)s2)cc1	7.7
C/C=C/C1=CC(=O)C[C@H](c2ccc3c(c2)OCO3)C1	5.2
OCc1nc2ccccc2n1CCOc1ccccc1	-0.9

The list continues.
SMILES	Pf gametocyte
CCO[C@H]1OC(C(N)=O)=C[C@@H](C(C)(C)C)[C@@H]1CCCO	-1.6
CCN(Cc1ccncc1)C(=O)CCc1ccccc1	3.3
O=C(COc1cccc(Cl)c1)NCc1ccccc1	-13.7
Cc1noc(C)c1NC(=O)N(C)C[C@H]1Oc2c(NC(=O)NC(C)C)cccc2C(=O)N([C@H](C)CO)C[C@@H]1C	10.7
Cc1cccc(C(=O)NC(=S)Nc2c(C)n(C)n(-c3ccccc3)c2=O)c1	-9.1
COc1ccc(/C=C/c2c(-c3ccccc3OC)sc3ccccc23)cc1OC	-18.9
Cc1cccc(C(=O)NNC(=S)NC(=O)c2ccccc2)c1	8.2
CCCSc1ccc([C@@H]2[C@H]3C(=O)N(CC)C(=O)[C@H]3[C@]3(C(=O)OC)CCCN23)cc1OC	3.5
COc1cc(OC)cc(-c2c(C#Cc3ccsc3)c3cc(-c4ccc(CN5CCOCC5)cc4)ccc3n2C)c1	18.0
Clc1ccc(C2Nc3cccc4cccc(c34)N2)cc1Cl	11.9
CN1CCN(C(=O)C2=C[C@H](c3ccc(C(F)(F)F)cc3)C[C@H](OCCCCO)O2)CC1	9.2
O=C(N1CCN(c2ncccn2)CC1)C12CC3CC(CC(C3)C1)C2	2.5
CC#CCN1c2ccccc2[C@]23C[C@@H](C(=O)OC)N(C(=O)NCCBr)C2=NC(C(=O)OC)=C(C(=O)OC)[C@H]13	-2.2
CC1CCCC(C)N1C(=O)CNCc1ccc2c(c1)OCO2 (stereo unspecified)	1.9
COc1cc2c(cc1OC)C(c1ccc(Br)cc1)NC(=O)C2 (stereo unspecified)	-4.4
CCC(CO)Oc1cc(NC(=O)c2ccc(OC)cc2)c2ncn(C(C)C)c2c1 (stereo unspecified)	11.9
O=C(Nc1ccccc1)c1nc[nH]c1C(=O)NCCN(CCNC(=O)c1[nH]cnc1C(=O)Nc1ccccc1)CCNC(=O)c1[nH]cnc1C(=O)Nc1ccccc1	2.1
CC1(c2nnc(-c3ccncc3)o2)CC(c2ccccc2)=NO1 (stereo unspecified)	8.6
COc1ccc(CCN(C)C/C=C/c2ccccc2[N+](=O)[O-])cc1OC	9.0
COC(=O)[C@]1(Cc2ccccc2)N[C@H](c2ccc(-c3ccc(F)cc3)cc2)[C@@H]2C(=O)N(C)C(=O)[C@@H]21	-8.1
COC(=O)c1ccccc1NC(=O)CN1CCCCCC1	6.7
COc1ccc(CCC(C)NCC(C)c2ccccc2)cc1 (stereo unspecified)	9.7
COc1cc(C(=S)N2CCOCC2)ccc1OC(=O)c1ccc(Br)cc1	7.2
CC[C@H](C)[C@@H](C(=O)NCCCCCCCCCCC(=O)N1CCNCC1)n1cc(CCCCN=C(N)N)nn1	7.5
COc1ccc(OC)c(S(=O)(=O)Nc2cccc3ccc(O)cc23)c1	15.9
Cc1ccc(OC(=O)c2cncc(Br)c2)c(C)c1	2.3
COC(=O)c1ccccc1NC(=O)Cn1cnc2c1c(=O)n(C)c(=O)n2C	-12.5
COc1ccccc1N(CC(=O)N/N=C(\C)c1ccccc1O)S(=O)(=O)c1ccc(C)cc1	-25.4
CCOc1ccccc1C(=O)Nc1ccc(C(=O)c2ccccc2)cc1	-0.9
CC(=O)OCC1OC(n2cc(F)c(=O)[nH]c2=O)C(OC(C)=O)C1OC(C)=O (stereo unspecified)	-25.8

A draw from above in order of SMILES length, smallest number first:
SMILES	Pf gametocyte
CC(=O)OCC1OC(n2cc(F)c(=O)[nH]c2=O)C(OC(C)=O)C1OC(C)=O (stereo unspecified)	-25.8
Cc1noc(C)c1NC(=O)N(C)C[C@H]1Oc2c(NC(=O)NC(C)C)cccc2C(=O)N([C@H](C)CO)C[C@@H]1C	10.7
COC(=O)[C@]1(Cc2ccccc2)N[C@H](c2ccc(-c3ccc(F)cc3)cc2)[C@@H]2C(=O)N(C)C(=O)[C@@H]21	-8.1

Part of the list above, bar-delimited:
Compound | Pf gametocyte
C[C@H]1COC(=O)CCCC/C=C\C[C@H](CC(=O)N(CCO)Cc2ccccc2)C(=O)N1 | 2.3
CC[C@H](C)[C@@H](C(=O)NCCCCCCCCCCC(=O)N1CCNCC1)n1cc(CCCCN=C(N)N)nn1 | 7.5
COc1ccc(NC(=O)Nc2ccc3c(c2)C(=O)N([C@H](C)CO)C[C@H](C)[C@@H](CN(C)C(=O)Nc2ccc(C(F)(F)F)cc2)O3)cc1 | 18.2
COC(=O)N1C(=O)[C@](c2ccsc2)(C(C)C)N1C(=O)OC | 10.8

Given as comma-separated lines: entries from further up
mol,Pf gametocyte
COc1ccc(CCC(C)NCC(C)c2ccccc2)cc1 (stereo unspecified),9.7
COc1cc(C(=S)N2CCOCC2)ccc1OC(=O)c1ccc(Br)cc1,7.2
CC[C@H](C)[C@@H](C(=O)NCCCCCCCCCCC(=O)N1CCNCC1)n1cc(CCCCN=C(N)N)nn1,7.5
COc1ccc(OC)c(S(=O)(=O)Nc2cccc3ccc(O)cc23)c1,15.9
Cc1ccc(OC(=O)c2cncc(Br)c2)c(C)c1,2.3
